Compound activity (PubChem BioAssay)
hIAP activ: human IAP activators, primary screen, biochemical, luminescence, uHTS | hit rate 0.16% among 330,000 | Intestinal-type alkaline phosphatase (Homo sapiens), P09923 | activation factor at 10 µM | purified human IAP, CDP-Star luminescence, 30 min; hits give high values; 1 = vehicle-only enzyme, 0 = enzyme-free background | AID 2524, 2010;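 active means activation factor of the enzyme at least 2-fold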; further: the source names both 10 and 20 µM as test concentration; values of inactives mirror those of a sister screen read the other way
Target sequence (P09923 whole entry, looked up): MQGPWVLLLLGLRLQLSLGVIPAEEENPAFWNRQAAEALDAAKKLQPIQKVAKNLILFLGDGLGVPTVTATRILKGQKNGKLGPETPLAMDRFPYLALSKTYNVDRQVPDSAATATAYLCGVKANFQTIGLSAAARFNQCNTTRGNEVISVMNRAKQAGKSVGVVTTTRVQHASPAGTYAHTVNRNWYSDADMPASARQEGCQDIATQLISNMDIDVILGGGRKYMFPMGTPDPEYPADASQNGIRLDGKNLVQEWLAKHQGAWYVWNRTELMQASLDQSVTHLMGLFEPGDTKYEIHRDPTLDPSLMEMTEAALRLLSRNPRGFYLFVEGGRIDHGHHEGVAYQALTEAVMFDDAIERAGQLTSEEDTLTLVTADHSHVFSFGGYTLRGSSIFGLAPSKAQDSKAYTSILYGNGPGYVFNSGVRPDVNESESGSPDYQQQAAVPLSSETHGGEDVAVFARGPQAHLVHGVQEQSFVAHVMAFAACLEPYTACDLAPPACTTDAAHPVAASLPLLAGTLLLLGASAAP
APOBEC3A inh: APOBEC3A ssDNA deaminase inhibitors, primary screen, selectivity assay for APOBEC3G inhibitor project, biochemical, FAM/TAMRA oligo cleavage fluorescence; AID 493011, 2011; DNA dC->dU-editing enzyme APOBEC-3A (Homo sapiens), P31941; inhibition, % at 20 µM; hit rate 0.41% among 330,000; recombinant A3A, FAM/TAMRA ssDNA deamination fluorescence;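 active means at least 40% inhibition at 20 µM here, with at most 30% in a related deaminase screen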;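 further: plate controls were A3A with DMSO for no effect and wells lacking A3A enzyme for full effect; some results filed as inactive read as strong as hits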
Target sequence (P31941 whole entry, looked up): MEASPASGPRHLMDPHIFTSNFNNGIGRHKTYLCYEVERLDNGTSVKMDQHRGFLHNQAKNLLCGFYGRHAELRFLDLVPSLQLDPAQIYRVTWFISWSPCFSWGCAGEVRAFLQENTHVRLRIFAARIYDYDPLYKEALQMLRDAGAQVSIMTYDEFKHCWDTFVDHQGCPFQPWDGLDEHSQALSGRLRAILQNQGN
hIAP inh: human IAP inhibitors, primary screen, biochemical, luminescence, uHTS; purified IAP, CDP-Star luminescence, 30 min; inhibition, % at 10 µM; hit rate 0.12% among 330,000;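 active means inhibition reaching a set limit with compound at 10 µM in the primary screen, cut at about 35% in these data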;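 further: plate controls were DMSO wells with enzyme for no effect and no-enzyme buffer wells for full effect; values of inactives mirror those of a sister screen read the other way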
APOBEC3G inh: APOBEC3G DNA deaminase inhibitors, primary screen, biochemical, fluorescence, single-stranded DNA substrate, uHTS; AID 493012, 2011; inhibition, % at 20 µM; hit rate 0.28% among 330,000; DNA dC->dU-editing enzyme APOBEC-3G (Homo sapiens), Q9HC16; recombinant A3G, ssDNA deamination FAM/TAMRA fluorescence;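 active means inhibition of at least 40% at 20 µM, with no more than 30% in the related APOBEC3A deaminase screen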;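 further: plate controls were DMSO wells with A3G for no effect and wells lacking A3G enzyme for full effect; some compounds called inactive have numbers as strong as hits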
Target sequence (Q9HC16 whole entry, looked up): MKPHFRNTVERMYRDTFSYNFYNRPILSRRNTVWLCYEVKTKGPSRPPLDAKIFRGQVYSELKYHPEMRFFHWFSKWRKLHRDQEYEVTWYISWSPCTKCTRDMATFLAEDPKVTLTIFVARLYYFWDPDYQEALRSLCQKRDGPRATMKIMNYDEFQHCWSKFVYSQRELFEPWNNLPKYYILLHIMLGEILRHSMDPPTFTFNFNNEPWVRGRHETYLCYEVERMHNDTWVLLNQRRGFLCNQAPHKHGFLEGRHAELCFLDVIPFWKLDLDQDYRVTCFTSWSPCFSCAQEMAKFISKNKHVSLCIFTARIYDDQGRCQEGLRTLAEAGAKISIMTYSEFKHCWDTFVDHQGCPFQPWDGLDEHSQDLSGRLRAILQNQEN
SENP1 inh: human SENP1 catalytic domain inhibitors, primary screen, biochemical, FRET, uHTS. recombinant SENP1 catalytic domain, CyPet-SUMO1-YPet FRET cleavage. inhibition, % at 10 µM. hit rate 0.21% among 360,000. AID 624204, 2012;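 active means inhibition at least 30% at 10 µM, raw YFP signal under a set limit, fluorescence ratio 0.5 to 1.5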;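 further: 0% = enzyme with DMSO and 100% = no enzyme wells; some results filed as inactive read as strong as hits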
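Test system: recombinant human SENP1 catalytic domain, His6-tagged / Medium: pH 8 Tris buffer with EDTA, NaCl, BME, BSA, NP40, catalase / Also added: SUMO1 FRET substrate flanked by Cypet and Ypet, 25 nM / Times: 50 min reaction at room temperature / Signal: FRET, CFP and YFP emission / Control set: no-enzyme low control and enzyme-plus-DMSO high control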
MIN6 prolif: inducers of MIN6 beta-cell proliferation, primary screen, ATP luminescence, uHTS. MIN6 cells proliferation, ATPlite luminescence, 48 h; cells starved in 0.2% serum; 100% = growth in 10% serum. AID 2380, 2010. hit rate 0.29% among 330,000. proliferation, % at 10 µM;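 active means compounds whose signal lies at least 3.5 SD above the mean of all wells on their plate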;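 further: 0% = DMSO-treated cells in low-serum medium and 100% = 10% serum control; some compounds called inactive have numbers as strong as hits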
mIAP activ: activators of mouse IAP, primary screen, biochemical, luminescence, uHTS | muIAP, CDP-Star luminescence, 30 min; hits give high values; 1 = vehicle-only enzyme signal, 0 = enzyme-free wells | activation factor at 10 µM | hit rate 0.24% among 330,000 | AID 2805, 2010;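 active means activation factor of at least 2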; further: the source names both 10 and 20 µM as test concentration; values of inactives mirror those of a sister screen read the other way
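also added = chemiluminescent substrate CDP-Star | test system = mouse IAP enzyme | signal = chemiluminescence readout | compound = DMSO-dissolved test compounds | incubation = 30 min at room temperature | benchmarks = DMSO wells, no-enzyme wells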
mIAP inh: inhibitors of mouse IAP, primary screen, biochemical, luminescence, uHTS | purified mouse IAP, CDP-Star luminescence, 30 min | inhibition, % at 10 µM | hit rate 0.2% among 330,000 | AID 2806, 2010;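 active means inhibition of at least 40% at 10 µM in the primary screen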;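 further: plate controls were DMSO with enzyme for no effect and no enzyme wells for full effect; values of inactives mirror those of a sister screen read the other way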
NLRP3 yeast inh: NALP3 inflammasome inhibitors in reconstituted yeast, primary screen, luminescence, uHTS; Yeast reconstituted NLRP3/ASC/caspase-1, beta-gal luminescence, 24 h; inhibition, % at 10 µM; hit rate 0.39% among 330,000; AID 2825, 2010;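 active means inhibition of 50% or more; inactive means inhibition below 50%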;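 further: plate controls were induced DMSO wells for no effect and uninduced yeast grown without galactose for full effect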
An asterisk follows results filed as active; . = no result given; & = joins results of further samples.

SMILES	hIAP activ	APOBEC3A inh	hIAP inh	APOBEC3G inh	SENP1 inh	MIN6 prolif	mIAP activ	mIAP inh	NLRP3 yeast inh
CCOC(=O)CCNC(=O)N1CCCC(CCC(=O)N(C)CCc2ccccn2)C1 (configuration not stated)	1	-2	-4	-4	4	-3	0.99	1	2
COc1ccc(NC(=O)CSc2nncn2N)c(OC)c1	0.79	-4	21	0	3	-1	0.94	6	9
O=C(O)CCn1[nH]c(=O)c2ccccc2c1=O	1.3	-2	-26	-2	0	-2	0.92	8	3
Cc1cc(NC(=O)C(C)SCC(=O)OCC(=O)N(Cc2ccccc2)C(C)(C)C)no1 (configuration not stated)	1.2	0	-21	-1	0	-1	0.95	5	13
CS(=O)(=O)C1=NN2C(=N)/C(=C\c3ccc(OC(=O)c4ccco4)cc3)C(=O)N=C2S1	0.98	0	2	62*	-116	4	0.8	20	12
CC(=O)Nc1cccc(Cn2cccn2)c1	0.98	-1	2	-5	.	0	1	-3	2
O=C1CC(N(O)c2ccccc2)C(=O)N1Cc1ccccc1 (configuration not stated)	0.9	-3	10	-5	2	-2	0.71	29	14
CCOc1ccc(S(=O)(=O)NCC(c2ccc3c(c2)OCO3)N2CCN(C)CC2)cc1 (configuration not stated)	1.1	4	-8	7	-3	-2	1	-4	18
O=C1CCCN1c1ccc(S(=O)(=O)NCc2ccco2)cc1	1.2	-1	-20	-4	1	-5	0.95	5	13
O=C(Cn1c(C(F)(F)F)nc2ccccc21)N/N=C/c1ccco1	1	-1	0	-4	1	1	0.96	4	-3

3 records drawn at random from those above, as already listed:
SMILES	hIAP activ	APOBEC3A inh	hIAP inh	APOBEC3G inh	SENP1 inh	MIN6 prolif	mIAP activ	mIAP inh	NLRP3 yeast inh
COc1ccc(NC(=O)CSc2nncn2N)c(OC)c1	0.79	-4	21	0	3	-1	0.94	6	9
O=C(Cn1c(C(F)(F)F)nc2ccccc21)N/N=C/c1ccco1	1	-1	0	-4	1	1	0.96	4	-3
CC(=O)Nc1cccc(Cn2cccn2)c1	0.98	-1	2	-5	.	0	1	-3	2

The list goes on.
SMILES	hIAP activ	APOBEC3A inh	hIAP inh	APOBEC3G inh	SENP1 inh	MIN6 prolif	mIAP activ	mIAP inh	NLRP3 yeast inh
CC1CN(C(=O)/C=C/c2ccc([N+](=O)[O-])s2)CC(C)O1 (configuration not stated)	0.82	0	18	-2	0	-6	0.91	9	22
Cc1ccc(C(=O)N2CC(=O)NC(=O)C2)cc1	0.89	-3	11	0	3	-1	0.9	10	51*
N#CCCN(Cc1cccnc1)C(=S)Nc1ccc(OC(F)F)cc1	0.97	-3	3	-7	3	-1	1	0	14
CCOC(=O)C1=C(C)NC(SCC(=O)O)=C(C#N)C1c1ccco1 (configuration not stated)	0.98	-4	2	-6	2	3	0.96	4	9
COc1ccccc1NC(=O)COC(=O)c1ccc2c(c1)nc(C)n2-c1ccccc1	1	1	-3	3	0	1	1	-4	36
CN(C)c1ccc(/C=C/C=N/Nc2nc(N3CCOCC3)nc(N3CCOCC3)n2)cc1	0.94	-3	6	-9	-35	0	0.96	4	22
CCC(CC)C(=O)Nc1ccc(Cl)c(Cl)c1	1.2	-1	-21	-6	0	-2	1.1	-14	-25
COc1ccc(NC(=O)CSc2nc3ccccc3nc2N2CCOCC2)c(OC)c1	0.95	0	5	-9	1	3	0.87	13	10
CCOC(=O)C1CCN(S(=O)(=O)c2c(C)noc2C)CC1	0.85	-2	15	-7	0	5	0.95	5	-10
c1ccc(C2c3[nH]c4ccccc4c3CCN2Cc2cccn2-c2cccnc2)nc1 (configuration not stated)	0.85	-1	15	-4	-17	-3	0.91	9	15
CCCCNc1c([N+](=O)[O-])cc(C(=O)O)cc1[N+](=O)[O-]	0.9	-5	10	-6	4	-1	1	-1	-3
COc1ccc(NC(=O)c2cc(S(=O)(=O)N3CCCCC3)c[nH]2)cc1	1.1	-3	-8	-7	1	3	1.1	-9	3
O=C(O)[C@H](Cc1ccccc1)NC(=O)N1CCOCC1	1.1	-4	-11	-5	-2	0	1	-2	-11
COc1ccc(C(CCN2CCCC2)c2c(OC)cc(OC)c3c(-c4ccccc4)cc(=O)oc23)cc1 (configuration not stated)	0.98	4	2	17	-2	-8	0.98	2	5
Cc1ccccc1NC(=O)C1CCCN(C(=O)NCc2ccccc2)C1 (configuration not stated)	1.1	-2	-11	2	2	0	1.1	-10	2
CCN(CC)CC(=O)Nc1scc2c1c(=O)oc1ccccc12	0.92	-2	8	-7	-2	0	0.9	10	12
Cc1nn(C)c(Cl)c1C(=O)NC(C(=O)O)c1ccccc1 (configuration not stated)	0.99	-2	1	-5	3	-2	1	-4	11
C=CCC[C@@H](Cc1ccc(F)cc1)C(=O)OCCNC(=O)[C@@H](CC=C)CC(=O)N[C@@H](CO)Cc1ccccc1	0.93	-4	7	-6	4	-2	0.89	11	-1
COc1ccc(CCNC(=O)Cn2c(=O)n(-c3ccc(C)c(F)c3)c(=O)c3sccc32)cc1OC	0.94	-1	6	-3	0	1	0.91	9	12
C=C(C)CSc1nnc([C@@H]2CCCN2)o1	1.1	0	-10	-11	1	-1	1	-3	7
CC(C)=CCN1CCN(Cc2cccc3c2OCO3)CC1CCO (configuration not stated)	1.1	1	-8	-12	0	-1	1	-3	0
Cc1cc2nn(-c3ccc(F)cc3)nc2cc1N	0.81	-3	19	2	-30	-4	0.95	5	25
CCOC(=O)Cc1nnc(NC(=O)C(CC)Sc2nncn2C)s1 (configuration not stated)	0.86	-2	14	-8	-9	-1	1	-1	12
COc1ccc(/C=N/NC(=O)Nc2cccc3nsnc23)cc1	0.82	0	18	-2	-28	3	1	0	6
CCOc1ccc(S(=O)(=O)Nc2ccc(C(=O)NCC(c3ccccc3)N(C)C)cc2)cc1 (configuration not stated)	1	2	-4	-7	2	5	0.91	9	13
CC(C)C(NC(=O)c1ccc(Cl)cc1)C(=O)NCC1CCCO1 (configuration not stated)	0.96	-1	4	-6	3	1	0.88	12	22
C/C(=N\N=C1\NC(=O)CC(C(=O)O)S1)c1ccc(F)cc1 (configuration not stated)	0.87	-4	13	-7	2	0	1	-2	-1
CC(=O)Nc1c(I)c(NC(C)=O)c(I)c(C(=O)O)c1I	1.3&1.3	13&5&2	-31&-15	4&-6&10	0&0	-4&-7	1.1&1.1	-14&-2	12&12
CCOC(=S)SCC(=O)Nc1nc(-c2ccc(Br)cc2)cs1	0.83	-3	17	-7	2	-5	0.78	22	20
Cc1sc2c(c1C)C(=O)/C(=C\Nc1ccncc1)S(=O)(=O)N2C	0.92	-6	8	-10	2	-3	0.92	8	4
CS(=O)(=O)c1ccc(Sc2nc3ccccc3s2)c([N+](=O)[O-])c1	0.94	-5	6	-10	1	-3	0.78	22	22
CC(CN1CCN(C)CC1)OC(=O)c1ccccc1Cl (configuration not stated)	1.1	-11	-12	-10	0	-2	1	-4	-8
CS(=O)(=O)N1CCN(C2CCN(Cc3ccccc3)CC2)CC1	1.1	3	-7	-1	-1	2	1.1	-13	4
CCCCN(C(=O)c1cc(Cl)nc2ccccc12)c1c(N)n(Cc2ccccc2)c(=O)[nH]c1=O	1.1	1	-8	-1	-3	-5	0.89	11	-4
O=C1CCC(=O)N1c1ccc(S(=O)(=O)Nc2cccc(Br)c2)cc1	0.94	3	6	2	1	2	0.97	3	18
COc1cccc(CN(C(=O)c2cccs2)C2CCS(=O)(=O)C2)c1 (configuration not stated)	1.3	-1	-32	4	1	-2	1.1	-6	0
O=C(/C=C/c1ccco1)NC1=NCCS1	1.1	0	-6	-1	-3	-2	0.81	19	-11
COc1ccc(N(CC(=O)N2CCOCC2)S(=O)(=O)c2ccccc2)cc1Cl	1	-3	-4	-7	1	0	0.99	1	-1
CCOC(=O)Nc1cccc(Nc2ccccc2)c1	0.96	-1	4	-2	-3	-2	1.1	-6	30
CCOC(=O)C1CCN(S(=O)(=O)c2ccc(NC(=O)OC)cc2)CC1	1	2	-1	2	3	-1	0.99	1	8
O=C(CCC(=O)N1CCN(C(=O)c2ccco2)CC1)c1ccc(F)cc1	0.91	-3	9	-4	0	-4	0.94	6	7
COc1ccc([C@H]2CC(=O)C=C(c3cccc(Br)c3)C2)cc1OC	1.1	-2	-9	-8	3	-1	0.93	7	30
O=C(Cn1c(NCCO)nc2ccccc21)c1ccc([N+](=O)[O-])cc1	1	4	-4	0	2	-2	1	-1	19
CN(Cc1ccsc1)C(=O)Cn1cc(Br)ccc1=O	0.93	-2	7	-6	-4	0	0.99	1	-11
COc1cccc(C(=O)C2CCCN(Cc3cn(C)nc3-c3ccccc3)C2)c1 (configuration not stated)	1.1	-2	-12	1	1	2	1.1	-6	22
Cc1cccc(-c2noc(CCC(=O)NCCc3ccccc3)n2)c1	0.89	-2	11	1	1	-3	0.84	16	28
CC(C)(C)C(=O)NC(=S)Nc1ccccc1C(=O)Nc1ccccc1	0.99	-6	1	-6	-1	2	0.87	13	1
COc1ccc(-c2sc3cc4c(cc3c2C#CCO)OCO4)cc1	0.95	-2	5	-7	-30	-6	1	-2	21
CC1CCC2(CC1)NC(=O)N(CC(=O)c1cccn1C)C2=O (configuration not stated)	1	0	-3	2	-3	1	0.99	1	3
Cc1cccc(C)c1N1CCN(CCn2c(=S)[nH]c3ccccc3c2=O)CC1	1.1	-4	-6	-8	2	-3	0.95	5	22

The list goes on.
SMILES	hIAP activ	APOBEC3A inh	hIAP inh	APOBEC3G inh	SENP1 inh	MIN6 prolif	mIAP activ	mIAP inh	NLRP3 yeast inh
CC12CCC(C(=O)Nc3nccs3)(OC1=O)C2(C)C (configuration not stated)	1.2	-5	-21	-5	0	-3	1	-1	0
CCCc1c2ccccc2nc2ccccc12	0.97	2	3	4	-37	7.2*	0.93	7	39
O=C(NC1CCS(=O)(=O)C1)C1CCCN(S(=O)(=O)c2ccc(Cl)cc2)C1 (configuration not stated)	0.93	1	8	-4	0	-2	0.98	2	12
C=CCN(c1ccc(C(=O)N2CCN(c3ccc(F)cc3)CC2)cc1)S(C)(=O)=O	0.98	4	2	4	2	-3	0.99	0	-3
Cc1nc(N2CCCCC2)sc1C(=O)c1ccc(Cl)c([N+](=O)[O-])c1	0.81	-5	19	-18	.	-6	0.88	12	20
COc1cc(-c2c(C#N)c(=O)[nH]c3c2c(C)nn3-c2ccccc2)ccc1O	0.94	22	6	-6	2	-4	0.94	6	7
CC(C)(C)c1ccc(OCCNC(=S)NC(=O)c2cccnc2)cc1	1	4	-5	-1	2	-5	0.99	1	29

A portion of the library; the hit share may differ from the screen's.
